# ADAM17 inh: inhibitors of human ADAM17 | P78536 | recombinant ADAM17, EDANS/DABCYL FRET peptide cleavage | inhibition, % at 6.95 µM | 370,000 compounds, 0.83% hits | AID 720648;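 active = inhibition above the mean of compounds lying between control limits plus 3 SD, set per campaign, cut at about 8.5% in these data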;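 also: 0% = DMSO-only wells as the low control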
# ssDAF-12 act: S. stercoralis DAF-12 activation, primary screen | 370,000 compounds, 1% hits | activation, % at 6.8 µM | HEK293 ssDAF-12/GRIP1 lit1-tk-luc reporter, luminescence; % of 3 µM dafachronic acid response;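 active = activation above the mean over all tested compounds plus 3 SD, cut at about 0.9% in these data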;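 also: 0% = DMSO-only wells and 100% = 3 µM delta7-dafachronic acid wells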
# hcDAF12 agonist: activates DAF-12 receptor from parasite H. contortus. 370,000 compounds, 1.4% hits. activation, % at 6.8 µM. AID 652067. HEK293 hcDAF-12 lit1-tk-luc reporter, luminescence; 0% DMSO, 100% Δ7-dafachronic acid;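 active = activation above the mean of all tested compounds plus 3 SD, cut at about 5.5% in these data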;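 also: 100% = response to 3 µM Δ7-dafachronic acid high control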
# sPLA2-III inh: Blocks human group III sPLA2 activity. inhibition, % at 12.2 µM. QFRET BODIPY PC-A2 liposome hydrolysis, fluorescence. 370,000 compounds, 0.56% hits;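 active = inhibition above mean plus 3 SD of compounds lying within the high and low control bounds, cut at about 19% in these data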;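 also: 0% = median of test compound wells and 100% = no enzyme DMSO wells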
# Target sequence (Q9NZ20 whole entry, looked up): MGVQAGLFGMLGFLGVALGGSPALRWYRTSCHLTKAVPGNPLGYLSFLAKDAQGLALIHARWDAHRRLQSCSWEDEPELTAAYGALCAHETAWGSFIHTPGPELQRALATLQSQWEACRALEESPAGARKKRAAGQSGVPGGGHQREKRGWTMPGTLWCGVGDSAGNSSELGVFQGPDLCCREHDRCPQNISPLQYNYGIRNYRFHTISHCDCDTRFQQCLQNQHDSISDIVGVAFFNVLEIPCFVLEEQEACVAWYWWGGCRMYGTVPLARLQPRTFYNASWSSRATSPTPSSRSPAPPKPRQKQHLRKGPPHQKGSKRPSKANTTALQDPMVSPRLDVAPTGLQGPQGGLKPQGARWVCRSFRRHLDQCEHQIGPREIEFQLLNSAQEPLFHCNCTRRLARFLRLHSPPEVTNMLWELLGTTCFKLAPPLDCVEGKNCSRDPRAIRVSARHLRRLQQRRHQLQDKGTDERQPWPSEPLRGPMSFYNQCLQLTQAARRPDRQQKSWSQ
# hgDAF-12 ag: activates the H. glycines DAF-12 receptor ligand-binding domain. 370,000 compounds, 1.8% hits. activation, % at 6.8 µM. HEK293 GAL4-hgDAF12 UAS-luciferase reporter, agonist luminescence; normalized to butyrate control;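 active = activation above a cutoff set at the mean of all screened compounds plus 3 SD, cut at about 10% in these data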;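 also: 0% = DMSO wells and 100% = sodium butyrate wells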
# PLCg1 inh: PLC-gamma1 (human) inhibition, primary screen; 370,000 compounds, 0.84% hits; purified PLC-gamma1, fluorogenic substrate, fluorescence; AID 720700; inhibition, % at 12.2 µM; P19174; in the data active = inhibition above about 9.5%
# FXN GAA850 act: activators of GAA850 frataxin (FXN) promoter. AID 540364. HEK293 lucGAA850 FXN promoter luciferase reporter, 24 h; percent of 10 µM SAHA response. activation, % at 6 µM. 360,000 compounds, 0.56% hits;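 active = activation above the average of all compounds screened plus 3 SD, cutoff fixed separately per campaign, cut at about 7.5% in these data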;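 also: 0% = DMSO wells and 100% = 10 µM SAHA wells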
# ADAM10 inh: ADAM10 inhibition, QFRET primary screen. O14672. recombinant ADAM10, EDANS/DABCYL FRET peptide cleavage, 3 h. inhibition, % at 7 µM. 370,000 compounds, 0.62% hits. AID 720582;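 active = inhibition above a per-campaign cutoff equal to the mean of compounds falling between control-based bounds plus 3 SD, cut at about 20% in these data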;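 also: 0% = DMSO wells while the 100% control is not disclosed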
# DAX1 inh-1: inhibitors of human orphan nuclear receptor DAX1 (NR0B1) | inhibition, % at 6.75 µM | 340,000 compounds, 0.99% hits | AID 504766 | HEK293 Gal4-DAX1 luciferase reporter, luminescence | P51843;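 active = inhibition above the mean over all tested compounds plus 3 SD, cut at about 4.2% in these data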;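 also: 0% = DAX1-transfected cells with DMSO and 100% = empty-vector control cells with DMSO; inhibition shows as a rise in luminescence from relieved DAX1 repression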
# Target sequence (P51843 207-470 limits assumed): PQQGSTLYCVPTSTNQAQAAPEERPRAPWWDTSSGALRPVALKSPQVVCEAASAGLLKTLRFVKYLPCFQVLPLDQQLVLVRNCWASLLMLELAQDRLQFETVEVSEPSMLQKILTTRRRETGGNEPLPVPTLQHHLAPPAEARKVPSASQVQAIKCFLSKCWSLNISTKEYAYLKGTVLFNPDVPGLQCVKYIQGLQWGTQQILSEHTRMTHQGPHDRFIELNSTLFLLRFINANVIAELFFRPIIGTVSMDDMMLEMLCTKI
# PLCb3 inh: PLC-beta3 (human) inhibition, primary screen; Purified PLC-beta3, fluorogenic substrate, fluorescence; inhibition, % at 12.2 µM; AID 720704; 370,000 compounds, 0.18% hits; in the data active = inhibition above about 11%;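 also: 0% = median of compound wells on plate and 100% = full blocker control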
# DAX1 inh-2: inhibitors of DAX1 repression of SF-1 activated StAR promoter; AID 652010; HEK293T StAR-luciferase reporter, SF-1/DAX-1 repression relief; 370,000 compounds, 1.1% hits; inhibition, % at 6.8 µM;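 active = inhibition above the mean over all tested compounds plus 3 SD, cut at about 3.6% in these data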;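 also: 0% = DAX-1 cells with DMSO and 100% = cells lacking DAX-1 with DMSO; higher inhibition means more luminescence from relief of DAX-1 repression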
# * hit, by the source's call; i = inactive; · = not tested or not shown.
item	structure	ADAM17 inh	ssDAF-12 act	hcDAF12 agonist	sPLA2-III inh	hgDAF-12 ag	PLCg1 inh
1	COc1ccc(C(=O)OCC(=O)NC23CC4CC(CC(C4)C2)C3)c(OC)c1OC	-2	-1.1	-1.0	4	-3.8	2
2	CCN1C(=O)[C@H]2[C@@H](c3ccc(C)cc3)N[C@]3(CCCN(Cc4ccccc4)C3=O)[C@H]2C1=O	2	-0.9	-0.3	-1	-1.1	6
3	COCc1cc(C)nc(SCC(=O)Nc2ccc3[nH]c(=O)[nH]c3c2)c1C#N	1	-1.1	-2.2	-1	1.0	3
4	Cn1c(SCc2nc3cc(C(=O)O)ccc3c(=O)[nH]2)nnc1C(F)(F)F	-13	-1.2	-0.7	-2	0.8	-5
5	c1cc2c(cc1-c1csc(NNC3=NCCCCC3)n1)OCCO2	-1	-0.5	1.1	11	15*	-10
6	CCOc1cc(C(=O)NCc2nnc(SCC(=O)OC)n2C)cc(OCC)c1OCC	-2	-1.3	0.1	2	-0.4	2
7	O=C(Nc1ccc(-c2nnc3n2CCCCC3)cc1)c1ccco1	-1	-1.9	-0.3	1	0.3	4
8	Cc1ccc2scc(CN3CCCC3)c2c1	-3	-0.1	-0.3	-6	3.8	1
9	COc1ccc(NC(=S)N(CCCN2CCCCCC2)Cc2cccs2)cc1	-6	-1.7	0.8	5	-2.1	-1
10	O=[N+]([O-])c1ccccc1N=Nc1ccc(O)cc1O	-3	0.1	-0.8	7	2.6	2
11	Cc1cc(=O)cc(C)n1-c1ccc(Br)cc1	-4	-0.6	-0.3	0	-2.6	1
12	COc1ccc(NC(=O)CCCn2cnc3ccccc3c2=O)cc1	-4	-0.4	-0.9	2	4.7	-1

item	FXN GAA850 act	ADAM10 inh	DAX1 inh-1	PLCb3 inh	DAX1 inh-2
1	-0.1	-9	-0.8	-9	0.1
2	-2.1	9	-0.5	4	-1.0
3	0.9	-3	-0.6	-3	0.7
4	0.3	-32	-0.4	-6	-0.9
5	·	-3	·	-12	1.9
6	-0.5	12	0.1	3	0.1
7	2.1	10	1.7	1	0.1
8	0.1	3	1.6	-7	-0.2
9	-0.7	0	0.4	-1	0.7
10	2.4	1	·	1	0.8
11	-0.2	-3	0.6	2	0.1
12	1.0	-2	-0.4	-7	0.4

# (more compounds)
item	structure	ADAM17 inh	ssDAF-12 act	hcDAF12 agonist	sPLA2-III inh	hgDAF-12 ag	PLCg1 inh
13	COc1cccc2c(Nc3ccccc3C)cc(C)nc12	-4	-0.3	-3.6	-4	-2.6	-7
14	COC(=O)c1ccc(COc2ccccc2/C=N/NC(=O)c2cccnc2)cc1	8.7*	-1.5	-1.6	13	6.4	2
15	O=C(CSC1=NCCS1)Nc1nc2c(s1)CCCC2	-3	-1.3	0.6	-11	2.4	-8
16	CC(NC(=S)Nc1c(Br)cccc1OC(F)F)C(C)(C)C (centres undefined)	3	-1.1	-0.8	12	2.4	1
17	O=C(COC(=O)CSc1cc(Cl)ccc1Cl)Nc1ncc(C(F)(F)F)cc1Cl	3	-1.3	3.2	-48	-0.9	-1
18	CCn1c(SCC(N)=O)nnc1-c1ccc(S(=O)(=O)N2CCN(C)CC2)cc1	-6	-0.5	-0.4	4	-1.2	2
19	Cc1cnc(NC(=O)c2ccc3ncsc3c2)s1	-4	-0.4	5.1	4	13*	-3
20	CN(C)c1ccc(-c2ccnc3c2CC(C)(C(=O)Nc2cccc(N(C)C)c2)O3)cc1 (centres undefined)	-113	-1.9	-0.1	1	1.4	-193
21	CCCCN(C(=O)C1CCC1)c1c(N)n(Cc2ccccc2)c(=O)[nH]c1=O	-3	-1.1	1.6	17	1.0	3
22	O=C(Nc1ccc(SC(F)F)cc1)C1=COCCO1	0	0.7	4.0	-26	15*	-1
23	CC(Cc1cccs1)N(Cc1ccc(Cl)cc1)C(=O)c1ccncc1 (centres undefined)	-5	-1.1	-1.1	14	-3.0	0
24	C=CCN(c1ccccc1OC)S(=O)(=O)c1cccc(C(=O)OCC(=O)N2CCOCC2)c1	-1	-0.8	-2.1	5	1.2	-2

item	FXN GAA850 act	ADAM10 inh	DAX1 inh-1	PLCb3 inh	DAX1 inh-2
13	-0.5	-6	-1.0	-14	-0.5
14	2.1	5	2.3	7	0.1
15	1.9	-9	1.0	-7	0.1
16	2.6	1	0.0	3	-0.2
17	-0.1	3	1.7	-2	0.4
18	-0.4	-7	0.9	-3	-0.5
19	2.1	-9	2.4	-13	13*
20	-2.3	-336	·	-278	-0.7
21	-0.7	-4	0.3	-10	-0.8
22	2.7	10	1.2	2	4.9*
23	0.0	-6	0.6	-5	0.3
24	-0.5	-3	-1.1	-5	-0.3

# Next part:
item	structure	ADAM17 inh	ssDAF-12 act	hcDAF12 agonist	sPLA2-III inh	hgDAF-12 ag	PLCg1 inh
25	COC(=O)CN(c1ccccn1)S(=O)(=O)c1ccccc1	-40	-1.2	-0.1	-6	0.3	-36
26	COc1ccccc1CNC(=O)COC(=O)c1cc(=O)c2ccccc2o1	-5	-1.0	0.0	5	1.9	2
27	Cc1cccc(-c2ocnc2C(=O)Nc2ccccc2C(=O)N2CCCC2)c1	2	-0.1	1.7	-8	1.2	-1
28	COc1ccc(C(=O)CN2C(=O)NC(C)(c3ccc(C)cc3)C2=O)cc1OC (centres undefined)	0	-0.8	-2.7	-13	-1.6	0
29	COCOc1cc(O)c(C(=O)/C=C/c2ccccc2)c(OCOC)c1	5	-1.9	-0.2	-10	0.8	3
30	COC(=O)CCn1nc(-c2ccc(Cl)cc2)c2ccccc2c1=O	0	-1.7	-0.4	6	-0.2	6
31	CC(C)(C)c1ccc(/C=C/C(=O)N2CCc3ccccc3C2)cc1	-3	-1.3	-0.4	-3	-0.1	-23
32	COC(=O)n1ccc(C(=O)Nc2ccccc2F)n1	-1	-0.9	-1.8	4	1.2	2
33	COc1ccc(C2(C)NC(=O)NC2=O)cc1OC (centres undefined)	0	-1.0	2.7	1	-1.8	0
34	O=C(CCc1nnc(CCCc2ccccc2)o1)NCCN1CCOC1=O	-3	-0.7	-0.2	9	-0.7	-1
35	COc1cccc(N2CCN(CC(=O)c3c[nH]c4ccc(OC)cc34)CC2C)c1 (centres undefined)	-6	-1.1	0.2	-12	-2.8	-8
36	COCC(=O)Nc1sc2c(c1C(=O)OC)CCC(C)C2 (centres undefined)	-3	-1.4	-1.4	-4	1.9	-5

item	FXN GAA850 act	ADAM10 inh	DAX1 inh-1	PLCb3 inh	DAX1 inh-2
25	-0.9	-122	2.0	-48	0.6
26	1.4	-7	-0.3	-3	2.1
27	-1.2	2	-0.2	-6	-0.2
28	1.2	3	0.8	3	0.5
29	2.1	1	-2.2	1	-3.1
30	3.0	8	-0.7	7	-0.1
31	3.7	4	-0.1	-5	0.1
32	3.3	-11	1.4	2	0.6
33	0.3	-2	0.7	-6	0.0
34	-0.4	-4	3.4	0	0.6
35	-0.6	-7	-0.3	-7	-0.8
36	0.5	0	0.4	0	-0.6

# (listing goes on)
item	structure	ADAM17 inh	ssDAF-12 act	hcDAF12 agonist	sPLA2-III inh	hgDAF-12 ag	PLCg1 inh
37	Cc1c(Cc2ccccc2)c(=O)oc2c(C)c(OC(C)C(=O)N[C@@H](Cc3ccccc3)C(=O)O)ccc12 (some centres undefined)	-128	-0.8	-1.5	-7	0.3	-46
38	Cc1cc(C)c(C(=O)COC(=O)c2ccc([N+](=O)[O-])o2)cc1C	1	-0.6	-0.3	-4	0.0	2
39	CCOc1ccc(CNC(=O)c2ccc3c(c2)N(CC)CCS3)cc1	-479	-1.5	-2.1	12	-0.3	i
40	Cc1ccc(CNc2oc(-c3cccs3)nc2C#N)cc1	i	-1.3	-1.7	-24	0.7	i
41	CC1CCCN(C(=O)c2cccc(S(=O)(=O)NCc3ccccc3)c2)C1 (centres undefined)	-3	-1.4	-0.8	-3	1.1	0
42	CCCNS(=O)(=O)c1ccc(OCC(=O)N(C)Cc2ccccc2)cc1	-2	-1.4	0.0	-5	-3.5	5
43	CC(C)CN(C(=O)CN(C)CC(=O)Nc1ccccc1C#N)c1c(N)n(CC(C)C)c(=O)[nH]c1=O	1	-1.0	1.7	16	0.5	1
44	CCCCCCCCN1C(=O)[C@H](CC(=O)NCC23CC4CC(CC(C4)C2)C3)C[C@@]2(C(=O)OC)CC(C)(C)CC=C12	-2	-0.8	-1.2	1	2.4	0
45	CC1=CS(=O)(=O)CC1Sc1nc2ccccc2[nH]1 (centres undefined)	-3	-0.6	0.5	1	2.9	0
46	COc1ccc(NC(=O)c2c(NC(=O)CCC(=O)O)sc3c2CCCCC3)cc1	-2	-1.5	0.7	5	0.4	-2
47	CN1CCN(C(CNC(=O)C(=O)Nc2ccc3c(c2)OCO3)c2ccc(F)cc2)CC1 (centres undefined)	0	-1.2	1.2	-10	0.0	3
48	CCn1c(C)nc2cc(C(=O)OC(C(F)(F)C(F)F)C(F)(F)C(F)F)ccc21	4	-1.2	4.4	-10	8.7	0

item	FXN GAA850 act	ADAM10 inh	DAX1 inh-1	PLCb3 inh	DAX1 inh-2
37	2.2	i	0.1	-59	-0.9
38	-0.6	5	0.0	4	-0.2
39	-1.6	i	-0.4	i	-0.1
40	3.9	i	0.1	i	0.3
41	2.5	2	-0.6	4	1.2
42	1.4	4	-1.3	0	-0.2
43	0.8	-12	-1.2	-2	-0.8
44	·	0	·	0	-0.2
45	2.9	-2	-0.3	1	0.1
46	0.6	-6	-0.7	-3	1.1
47	-0.1	-6	2.0	8	0.5
48	1.1	13	1.9	2	-0.4

# Random excerpt: 2 entries already listed
item	structure	ADAM17 inh	ssDAF-12 act	hcDAF12 agonist	sPLA2-III inh	hgDAF-12 ag	PLCg1 inh
38	Cc1cc(C)c(C(=O)COC(=O)c2ccc([N+](=O)[O-])o2)cc1C	1	-0.6	-0.3	-4	0.0	2
46	COc1ccc(NC(=O)c2c(NC(=O)CCC(=O)O)sc3c2CCCCC3)cc1	-2	-1.5	0.7	5	0.4	-2

item	FXN GAA850 act	ADAM10 inh	DAX1 inh-1	PLCb3 inh	DAX1 inh-2
38	-0.6	5	0.0	4	-0.2
46	0.6	-6	-0.7	-3	1.1

# More compounds.
item	structure	ADAM17 inh	ssDAF-12 act	hcDAF12 agonist	sPLA2-III inh	hgDAF-12 ag	PLCg1 inh
49	O=C(CCC(=O)OCC(=O)c1ccc(-c2ccccc2)cc1)Nc1cccc2cccnc12	-7	-0.5	2.6	8	1.8	0
50	COc1cc([N+](=O)[O-])c2nc(C(=O)O)ccc2c1	-2	-0.8	-2.1	1	0.2	1
51	COc1ccc([N+](=O)[O-])cc1N(CC(=O)NCCC1=CCCCC1)S(C)(=O)=O	2	-1.5	-2.2	-8	1.0	0
52	Cc1ccccc1C(=O)N(Cc1ccccn1)CC1CCCO1 (centres undefined)	0	-0.4	-1.9	-2	3.1	-1

item	FXN GAA850 act	ADAM10 inh	DAX1 inh-1	PLCb3 inh	DAX1 inh-2
49	0.9	1	1.3	0	-0.2
50	-0.8	-6	1.8	-2	-2.6
51	1.5	0	-0.2	5	-0.6
52	·	-2	·	0	0.6

# Compound activity as filed in PubChem.
